LDHA block: blocks human lactate dehydrogenase A; activity change, % (values are at about 110 or 230 µM); purified LDHA, NADH/diaphorase-resazurin fluorescence; stronger effect = lower value; actives 0.15% (n = 480,000); P00338; AID 1347041; in the data active = activity change below about -30%; inconclusive = mostly about -25% to -30%;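 note: plate controls were DMSO wells for no effect and wells without enzyme for full effect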
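Resorufin fluorescence (ex540/em590), read at 0 and 20 min after diaphorase/resazurin addition, reports the NADH left after a 5 min room-temperature reaction of 2 nM human LDH5 with 0.06 mM NADH and 0.2 mM pyruvate.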
RGS4 inh: inhibitors of human regulator of G protein signaling 4; P49798; Transcreener GDP fluorescence polarization, RGS4-accelerated GTP hydrolysis; Potency, µM (highest dose often 114 µM), for the others: top-dose activity change, negative = inhibition, actives largely listed as inhibitors; AID 504845; actives 0.039% (n = 390,000); note: potency is the fitted concentration of half-maximal effect; % is set by controls: 0 for no effect and ±100 for the full control effect; nearly all actives have a fitted effect of over 75% in size; some results filed as inactive show a strong effect at the top dose
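MLSMR compounds (23 nl, pin-transferred) preincubated 10 min at room temperature with a 500nM (2x) first reagent, then RGS4 at 900nM (2x) plus Transcreener GDP mix added; fluorescence polarization (620/688 nm) read before and after 90 min at 30 °C.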
12-LOX inh: inhibitors of human 12S-lipoxygenase ALOX12 | P18054 | purified 12hLO, xylenol orange hydroperoxide absorbance | Potency, µM (series often up to 108 µM), without a hit: at the highest dose activity change, negative = inhibition, actives largely listed as inhibitors | actives 1.1% (n = 580,000) | AID 1671190; note: potency is the fitted concentration of half-maximal effect; % is set by controls: 0 for no effect and ±100 for the full control effect
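Purified human 12hLO (150 nM final) in 25 mM Hepes, 0.01% Triton X-100, pH 7.0 was preincubated 15 min at room temperature with compound. Then 40 uM arachidonic acid was added, 30 min. Hydroperoxide was read by Fe-XO absorbance ratio 573/405 nm.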
Pol kappa inh: DNA polymerase kappa (human) inhibition. Potency, µM (doses to about 107 µM), for the others: at the highest dose activity, negative = inhibition, hits mostly inhibitors. actives 0.53% (n = 400,000). purified Pol kappa, fluorescent DNA synthesis assay, 10 min; note: potency is the fitted concentration of half-maximal effect; % is set by controls: 0 for no effect and ±100 for the full control effect
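10 nM Pol kappa preincubated 15 min at room temperature with compounds, then reaction started with substrate at 50 nM final. Fluorescence read kinetically at 0 and 10 min; buffer-only wells served as negative control.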
Anesthetic bind: candidate novel general anesthetic via apoferritin binding; P02791; AID 485281; apoferritin/1-aminoanthracene competitive binding, fluorescence; actives 0.074% (n = 350,000); Potency, µM (titrated, usually from 77.5 µM), for the others: at the top dose activity change, negative = displacement, usual class: inhibitors; note: potency is the fitted concentration of half-maximal effect; % is set by controls: 0 for no effect and ±100 for the full control effect; nearly all actives have a fitted effect of over 20% in size
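Apoferritin-based anesthetic binding model; compound displacement of fluorescent 1-AMA measured as endpoint fluorescence after 10 minutes at room temperature, scaled to free-ligand and complex controls.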
POLH inh: inhibitors of human DNA polymerase eta; recombinant Pol eta, fluorescent DNA replication assay; Potency, µM (doses to about 114 µM), for the others: top-dose activity change, negative = inhibition, usual class: inhibitors; actives 1.2% (n = 390,000); Q9Y253; note: potency is the fitted concentration of half-maximal effect; % is set by controls: 0 for no effect and ±100 for the full control effect
Target sequence (Q9Y253 whole entry, looked up): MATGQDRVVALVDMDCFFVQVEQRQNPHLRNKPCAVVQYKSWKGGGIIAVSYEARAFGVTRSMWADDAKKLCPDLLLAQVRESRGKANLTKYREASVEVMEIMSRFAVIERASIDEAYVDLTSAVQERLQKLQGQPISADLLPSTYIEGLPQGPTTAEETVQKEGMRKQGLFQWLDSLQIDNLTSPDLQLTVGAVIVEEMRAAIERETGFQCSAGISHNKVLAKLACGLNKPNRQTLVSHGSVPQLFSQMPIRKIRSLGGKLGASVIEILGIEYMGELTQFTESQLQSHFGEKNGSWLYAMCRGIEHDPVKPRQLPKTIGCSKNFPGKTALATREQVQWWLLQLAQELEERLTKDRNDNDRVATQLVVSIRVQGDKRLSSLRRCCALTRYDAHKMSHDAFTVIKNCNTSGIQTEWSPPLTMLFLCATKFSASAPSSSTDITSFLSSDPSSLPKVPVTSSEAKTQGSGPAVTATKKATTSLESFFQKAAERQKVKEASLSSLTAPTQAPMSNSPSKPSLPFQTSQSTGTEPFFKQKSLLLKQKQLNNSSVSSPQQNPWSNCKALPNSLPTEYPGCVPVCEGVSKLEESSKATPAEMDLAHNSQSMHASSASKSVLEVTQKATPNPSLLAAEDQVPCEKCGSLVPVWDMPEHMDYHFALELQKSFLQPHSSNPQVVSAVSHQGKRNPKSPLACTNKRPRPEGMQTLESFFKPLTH
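Pol eta (10 nM) was preincubated with compounds for 15 min at room temperature, after which fluorescent replication substrate (50 nM final) was added to start the reaction. Fluorescence was read kinetically at 0 and 10 min.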
POLB inh: DNA polymerase beta (human) inhibition. actives 1.3% (n = 340,000). Pol beta primer extension/strand displacement, fluorescence kinetic. Potency, µM (doses to about 114 µM), for inactives: at the highest dose activity change, negative = inhibition, hits mostly inhibitors. P06746; note: potency is the fitted concentration of half-maximal effect; % is set by controls: 0 for no effect and ±100 for the full control effect
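10 nM enzyme + cpd, 15 min RT; start with substrate 50 nM final; read 0 min and after 10 min RT. Corrected, normalized data; 4-parameter Hill curve fit.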
APEX1 inh: inhibitors of human APE1 endonuclease. P27695. recombinant APE1, TAMRA/BHQ-2 abasic DNA cleavage fluorescence. Potency, µM (doses to about 65.8 µM), inactives show at the top dose activity change, negative = inhibition, most hits filed as inhibitors. actives 0.35% (n = 350,000). AID 2517;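 note: potency is the fitted concentration of half-maximal effect; plate controls were vehicle for no effect and reference inhibitor for full effect; nearly all actives have a fitted effect of over 55% in size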
Target sequence (P27695 whole entry, looked up): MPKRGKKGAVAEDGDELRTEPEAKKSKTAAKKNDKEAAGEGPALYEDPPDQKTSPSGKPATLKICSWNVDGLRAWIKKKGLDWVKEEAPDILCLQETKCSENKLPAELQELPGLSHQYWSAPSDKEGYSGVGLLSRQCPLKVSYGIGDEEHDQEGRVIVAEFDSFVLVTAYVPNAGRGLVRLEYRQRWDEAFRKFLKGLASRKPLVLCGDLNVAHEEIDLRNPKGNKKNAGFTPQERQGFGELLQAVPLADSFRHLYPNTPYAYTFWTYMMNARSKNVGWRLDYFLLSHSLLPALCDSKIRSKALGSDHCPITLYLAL
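Quantitative HTS: incision of a TAMRA/BHQ-2 double-stranded substrate bearing a tetrahydrofuran abasic site by 0.75 nM APE1 raises fluorescence. Substrate 50 nM final, added after 15 min compound preincubation at room temperature; progress as third-minus-first kinetic read difference.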
ERG Ets-DNA blk: ERG Ets/DNA interaction inhibition; P11308; fluorescence polarization, His-ERG Ets domain / labelled DNA; Potency, µM (doses to about 76.9 µM), for the others: at the highest dose FP activity, negative = inhibition, usual class: inhibitors; actives 0.028% (n = 370,000); AID 624246; active = well fitted inhibition curve with a large enough effect in the polarisation, with a control signal flat; inconclusive = small, poorly fitted or top-dose-only effect, or effect the other way, or a change in a side signal; inactive = no such curve, though single readings can be large or run the other way; the % refers to the polarisation;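 note: polarization taken with two DNA probes labelled with fluorescein and Texas red; potency is the fitted concentration of half-maximal effect; % of control where 0% means no effect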
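His-tagged ERG Ets domain (1 uM in the protein solution; 300mM KCl, 50mM Tris-HCl, 1mM EDTA, 1mM DTT, pH 7.5) received compound, then a probe mix of 5 nM fluorescein-DNA and 100nM Texas-615-DNA. Fluorescence polarization was read for both dyes.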
An asterisk follows results filed as active; i = inactive; ? = inconclusive; . = not tested or not shown; [ ] = another dose, or the depositor's remark. Unless noted, calls come from the whole dose curve; as a rule, active = well fitted curve in the direction sought with a large enough effect; inconclusive = small, poorly fitted or top-dose-only effect, or another doubt; inactive = no such curve, though single readings can be large; an effect the other way counts as inactive or inconclusive. The list is partial. The share of hits here may be higher or lower than overall.

[1] COc1ccc(S(=O)(=O)NCC2CC3C=CC2C3)cc1OC (centres undefined)
[2] O=C(OC1CCS(=O)(=O)c2sccc21)c1ccccc1 (centres undefined)
[3] CCCn1cc(S(=O)(=O)c2cccc(Cl)c2)c(=O)c2cc(F)c(N3CCCC3)cc21
[4] S=c1[nH]ncc2ccccc12
[5] COc1cc(/C=N/NC(=O)c2cnn3c(C)cc(-c4ccccc4)nc23)ccc1O
[6] CC(OC(=O)c1ccc2ncsc2c1)C(=O)N(C)C1CCCCC1 (centres undefined)
[7] CC(C)(C)c1ccc(C(=O)Nc2nonc2-c2nc3ccccc3[nH]2)cc1
[8] O=C(CNC(=O)c1ccc2c(c1)OCO2)N/N=C/c1cc(Br)ccc1O
Compound	1	2	3	4	5	6	7	8
LDHA block	-4	-1	1	7	-4	-8	-7	-4
RGS4 inh	-14%	11%	-9%	-36%	-21%	12%	-8%	-16%
12-LOX inh	34%[activator]	-14%	-1%	?	0%	?	0%	9%
Pol kappa inh	-8%	-10%	-12%	4%	-13%	-6%	-15%	-13%
Anesthetic bind	-19%	-15%	-15%	-20%	-2%	.	-6%	?
POLH inh	-9%	-15%	-25%	-6%	?	-3%	?	-6%
POLB inh	41%	10%	1%	12%	-26%	.	-3%	45µM*
APEX1 inh	-4%	8%	.	18%	-8%	48%[activator]	-1%	31%
ERG Ets-DNA blk	?	2%	4%	9%	7%	.	3%	1%

[9] C=CCNc1nc(=S)[nH]c2cc(OC)c(OC)cc12
[10] Cc1ccc(NC(=O)COC(=O)c2ccc(Cl)nc2)cc1S(=O)(=O)N1CCCCC1
[11] Cc1ccc(N2C(=O)CC(Sc3ncccn3)C2=O)cc1C (centres undefined)
[12] C=CCn1c(C)nnc1SCC(=O)NC1CC1
[13] CC(Cc1cccs1)NC(=S)Nc1ccc(Cl)cc1 (centres undefined)
[14] COc1ccc(-c2cc(C(F)(F)F)nc(-n3ccnc3C)n2)cc1
[15] Cc1ccc(C2NC(=O)c3sc(=S)n(-c4ccccc4)c3N2)cc1 (centres undefined)
[16] CCC(=O)/C=C1\Sc2ccc(OC)cc2N1CCO
Compound	9	10	11	12	13	14	15	16
LDHA block	0	0	-3	-2	-6	-3	-1	-1
RGS4 inh	-17%	9%	?	-2%	7%	21%	-2%	-39%
12-LOX inh	-12%	-20%	?	-1%	40µM*	-2%	?	-8%
Pol kappa inh	-5%	-11%	7%	6%	-6%	-16%	-5%	3%
Anesthetic bind	5%	.	-12%	-4%	-6%	-4%	-16%	-9%
POLH inh	-8%	-7%	-6%	-11%	-6%	-6%	-7%	-15%
POLB inh	12%	.	24%	26%	10%	8%	-2%	13%
APEX1 inh	-1%	-2%	25%	-6%	1%	7%	16%	-6%
ERG Ets-DNA blk	8%	6%	-7%	-2%	0%	.	14%	-6%

[17] CC1CCN(S(=O)(=O)c2ccc(NC(=O)C3CCCCC3C(=O)O)cc2)CC1 (centres undefined)
[18] CC(C)Oc1ccc(CNC(=O)c2cnc3sc(N4CCCCCC4)nn3c2=O)cc1
[19] O=C(N/N=C/c1ccc([N+](=O)[O-])cc1)c1cc2ccccc2o1
[20] C#CCOCCOCCOCCNc1nc(N2CCN(C(=O)[C@H](CCC(=O)O)n3cc([C@@H](N)[C@H](C)CC)nn3)CC2)nc(N2CCN(C(=O)[C@H](CCC(=O)O)n3cc([C@@H](N)CCSC)nn3)CC2)n1
[21] CS(=O)(=O)N(Cc1ccc(Cl)cc1)c1ccc(C(=O)NCCC2=CCCCC2)cc1
[22] NC(=O)CC(NC(=O)c1ccc(Br)cc1)c1ccc(NC2CCCCCC2)c([N+](=O)[O-])c1 (centres undefined)
[23] O=C(O)c1ccc2c(c1)N(Cc1ccccc1)C(=O)c1ccccc1S2=O (centres undefined)
[24] COC(CNC(=O)C1CCC(CNS(=O)(=O)c2c(C)cc(C)cc2C)CC1)OC (centres undefined)
Compound	17	18	19	20	21	22	23	24
LDHA block	-12	-5	-7	-9	1	-10	-2	-6
RGS4 inh	3%	-3%	-43%	11%	-27%	-13%	?	7%
12-LOX inh	.	-16%	i	-6%	16%	-15%	-16%	312%[activator]
Pol kappa inh	-20%	0%	0%	4%	-3%	6%	9%	-3%
Anesthetic bind	.	-11%	-6%	.	-13%	?	-1%	0%
POLH inh	-10%	-5%	-2%	-5%	-4%	-7%	-1%	1%
POLB inh	.	-8%	-35%	.	-2%	42%	2%	-27%
APEX1 inh	.	.	0%	-4%	?	3%	2%	27%
ERG Ets-DNA blk	5%	-5%	?	-1%	4%	-7%	11%	2%

[25] COC(=O)C1CC2(C(=O)OC)CC(C(=O)OC)(CC(C(=O)OC)C2=O)C1=O (centres undefined)
[26] O=C(NC1CCCC1)C(c1ccc(F)cc1)N(Cc1ccc(Cl)cc1)C(=O)CCl (centres undefined)
[27] O=C(CCNS(=O)(=O)c1ccccc1)NNC(=O)COc1ccc(Cl)cc1
[28] CCCN(CCC)C(=O)NC1CC(=O)N(c2ccc(OC)cc2)C1 (centres undefined)
[29] COCCN(C(=O)CSc1nncn1-c1ccccc1)c1c(N)n(Cc2ccccc2)c(=O)[nH]c1=O
[30] O=C(Cc1ccc(-n2c(=O)c3ccccc3n(Cc3ccc(F)cc3)c2=O)cc1)NCC1CCCO1 (centres undefined)
[31] Cc1cc(S(=O)(=O)NCc2ccccc2)ccc1OCC(=O)NCc1ccccn1
[32] O=C(/C=C/c1ccccc1)Nc1cc(S(=O)(=O)N2CCOCC2)ccc1N1CCOCC1
Compound	25	26	27	28	29	30	31	32
LDHA block	3	-4	-4	-4	-7	-4	-2	-3
RGS4 inh	8%	-11%	6%	15%	1%	5%	-6%	-3%
12-LOX inh	-17%	?	23%	10%	-9%	3%	49%[activator]	-30%
Pol kappa inh	-5%	0%	3%	-11%	-11%	-2%	-8%	1%
Anesthetic bind	.	-8%	.	0%	-9%	-10%	-7%	.
POLH inh	-2%	-14%	-12%	-13%	-7%	-20%	-10%	-16%
POLB inh	.	-24%	.	0%	20%	29%	1%	.
APEX1 inh	.	-5%	10%	-2%	7%	15%	55%[activator]	35%
ERG Ets-DNA blk	-2%	8%	-4%	-4%	-20%	-3%	8%	5%

[33] Cc1ccc(-n2nc(C)c3c2OC(N)=C(C#N)C3c2ccco2)cc1 (centres undefined)
[34] Cc1ccc(N(C)S(=O)(=O)c2csc(C(N)=O)c2)cc1C
[35] CC(C)[C@H](NC(=O)N1CCn2c1nc1ccccc12)C(=O)NC1CCCCC1
[36] CCCCNC(=O)Cc1ccc(C)cc1
[37] Cc1sc(NC(=O)c2cc(-c3ccc(Cl)cc3)nc3ccccc23)c(C(N)=O)c1C
[38] Cc1ccc(NC(=O)C(=O)NCc2ccc(/C=N/NC(=O)c3c(C)nc4ccccn34)o2)cc1
[39] COc1ccccc1C(=O)Nc1ccc(S(=O)(=O)N2CCOCC2)cc1
[40] COc1cc(Cl)ccc1OCc1cc(C(=O)N(C)Cc2cccc3cnccc23)no1
[41] Cc1oc2ncn(CC(C)C)c(=O)c2c1C(=O)NCCc1ccccc1
[42] O=C(NCc1nnc2c(C(F)(F)F)cc(Cl)cn12)c1cccnc1
[43] Cc1cccc(C)c1NC(=O)COC(=O)/C=C/c1ccc(S(=O)(=O)N2CCOCC2)cc1
Compound	33	34	35	36	37	38	39	40	41	42	43
LDHA block	2	-1	-10	-2	-2	-11	-4	-1	-1	1	-1
RGS4 inh	4%	23%	3%[56.9 µM]	14%	-38%	3%	-6%	-32%	-10%	1%	1%
12-LOX inh	?	7%	2%	?	?	12%	?	71%[activator]	-25%	-18%	-2%
Pol kappa inh	-8%	-11%	-9%	-11%	1%	-8%	-8%	-18%	-10%	-1%	-5%
Anesthetic bind	-18%	-2%	2%	5%	-12%	?	6%	?	-2%	-3%	.
POLH inh	-14%	-18%	-9%	-8%	?	-8%	-18%	-18%	-16%	-17%	-4%
POLB inh	13%	24%	?	-13%	-8%	-12%	2%	-7%	2%	9%	.
APEX1 inh	-3%	-4%	-3%	14%	-4%	1%	20%	22%	.	13%	-3%
ERG Ets-DNA blk	10%	2%	6%	-3%	5%	-18%	-15%	8%	10%	3%	-11%

Look-ups from the results shown:
cpd 39 – ERG Ets-DNA blk: -15%
cpd 38 – APEX1 inh: 1%
cpd 42 – 12-LOX inh: -18%

Along the list, quoted from above.
Compounds 36 to 39 in Pol kappa inh, in turn: -11%, 1%, -8%, -8%
Compounds 36 to 39 in Anesthetic bind, in turn: 5%, -12%, ?, 6%
Compounds 36 to 39 in 12-LOX inh, in turn: ?, ?, 12%, ?

An excerpt from above in order of the LDHA block value, falling:
#	SMILES	LDHA block	RGS4 inh	12-LOX inh	Pol kappa inh	Anesthetic bind	POLH inh	APEX1 inh	ERG Ets-DNA blk
42	O=C(NCc1nnc2c(C(F)(F)F)cc(Cl)cn12)c1cccnc1	1	1%	-18%	-1%	-3%	-17%	13%	3%
41	Cc1oc2ncn(CC(C)C)c(=O)c2c1C(=O)NCCc1ccccc1	-1	-10%	-25%	-10%	-2%	-16%	.	10%
38	Cc1ccc(NC(=O)C(=O)NCc2ccc(/C=N/NC(=O)c3c(C)nc4ccccn34)o2)cc1	-11	3%	12%	-8%	?	-8%	1%	-18%

Source: PubChem
